PREPL inhibitor: PREPL enzyme inhibitors, primary screen, biochemical, fluorescence polarization; recombinant PREPL, fluorescence polarization activity-based probe; inhibition, % at 5.96 µM; hit rate 0.68% among 320,000; in the data active = inhibition above about 43%;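 note: 0% = enzyme with DMSO and 100% = wells lacking enzyme; many of its hits are not listed in these tables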
Target sequence (Q4J6C6 whole entry, looked up): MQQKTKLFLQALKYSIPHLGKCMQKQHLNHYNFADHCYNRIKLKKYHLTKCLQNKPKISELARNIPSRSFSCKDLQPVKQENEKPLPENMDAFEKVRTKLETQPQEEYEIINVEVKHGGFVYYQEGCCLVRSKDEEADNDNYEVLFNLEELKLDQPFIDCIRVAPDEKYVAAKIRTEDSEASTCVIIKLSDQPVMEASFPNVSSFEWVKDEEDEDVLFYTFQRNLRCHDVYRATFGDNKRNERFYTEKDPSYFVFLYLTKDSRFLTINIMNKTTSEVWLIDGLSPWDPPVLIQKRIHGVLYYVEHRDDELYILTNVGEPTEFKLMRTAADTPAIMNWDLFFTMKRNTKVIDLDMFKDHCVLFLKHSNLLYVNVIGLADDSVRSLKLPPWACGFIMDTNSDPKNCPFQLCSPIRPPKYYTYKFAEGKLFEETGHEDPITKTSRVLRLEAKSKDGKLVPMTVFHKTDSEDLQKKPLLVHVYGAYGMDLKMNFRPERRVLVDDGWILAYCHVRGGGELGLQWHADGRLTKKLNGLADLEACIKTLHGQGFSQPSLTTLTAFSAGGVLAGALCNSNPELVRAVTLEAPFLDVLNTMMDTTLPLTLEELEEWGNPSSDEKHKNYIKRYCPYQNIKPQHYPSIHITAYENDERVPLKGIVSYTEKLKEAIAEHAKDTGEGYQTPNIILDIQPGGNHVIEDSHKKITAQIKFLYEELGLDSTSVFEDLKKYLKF
PAD4 inh: human PAD4 inhibitors, primary screen, biochemical, fluorescence polarization, 1536-well format; Protein-arginine deiminase type-4 (Homo sapiens), Q9UM07; recombinant PAD4, RCA probe fluorescence polarization; inhibition, % at 6.36 µM; hit rate 0.41% among 330,000;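 active = percent inhibition above a cutoff equal to the mean of all tested compounds plus 3 SD, cut at about 15% in these data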;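 note: 0% = PAD4 with RCA probe and DMSO and 100% = probe without PAD4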
PAFAH2 inh: PAFAH2 enzyme inhibitors, primary screen, biochemical, fluorescence polarization, human; Platelet-activating factor acetylhydrolase 2, cytoplasmic (Homo sapiens), Q99487; recombinant PAFAH2, FP-rhodamine activity probe; inhibition, % at 3.39 µM; hit rate 0.99% among 340,000;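 active = inhibition above the mean over all tested compounds plus 3 SD, cut at about 30% in these data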;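 note: inhibitors block probe labeling of enzyme so polarization drops; 0% = enzyme with DMSO and 100% = wells lacking PAFAH2 protein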
LYPLA1 inh: LYPLA1 inhibitors, primary screen, counter-screen for PME1 inhibitor project, biochemical, fluorescence polarization, FP-Rh probe ABPP | recombinant LYPLA1 | inhibition, % at 5.9 µM | hit rate 0.16% among 320,000 | AID 2174, 2009;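 active = inhibition above the mean of all tested compounds plus 3 SD, set per campaign, cut at about 14% in these data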;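 note: inhibitors block serine hydrolase probe labeling of LYPLA1 so polarization falls; 0% = enzyme with DMSO and 100% = wells lacking LYPLA1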
GSTO1 counter: inhibitors of recombinant GSTO1, primary screen, counter-screen for RBBP9 inhibitor project, biochemical, fluorescence polarization | Glutathione S-transferase omega-1 (Homo sapiens), P78417 | activity-based probe fluorescence polarization | inhibition, % at 5.96 µM | hit rate 1.1% among 300,000;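 active = inhibition above the campaign mean inhibition plus 3 SD, cut at about 35% in these data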;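 note: 0% = GSTO1-1 with DMSO and 100% = wells lacking GSTO1-1 enzyme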
EBNA-1 inh: EBNA-1 DNA-binding inhibitors, primary screen, biochemical, fluorescence polarization; inhibition, % at 14.8 µM; hit rate 0.34% among 300,000; in the data active = inhibition above about 28%
ZTA DNA inh: ZTA (EBV) inhibition in EBNA-1 counter-screen. P03206. ZTA-DNA binding, fluorescence polarization. inhibition, % at 11 µM. hit rate 0.15% among 320,000; in the data active = inhibition above about 33%
PAFAH1B3 inh: PAFAH1B3 enzyme inhibitors, primary screen, biochemical, fluorescence polarization, human. Platelet-activating factor acetylhydrolase IB subunit alpha1 (Homo sapiens), Q15102. recombinant PAFAH1B3, FP-rhodamine probe. inhibition, % at 3.39 µM. hit rate 0.28% among 340,000. AID 492972, 2010;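 active = inhibition above the screen-wide average of all tested compounds plus 3 SD, cut at about 25% in these data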;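 note: 0% = enzyme with DMSO only and 100% = wells lacking PAFAH1B3 protein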
LYPLA2 inh: LYPLA2 inhibitors, primary screen, counter-screen for PME1 inhibitor project, biochemical, fluorescence polarization, FP-Rh probe ABPP | inhibition, % at 5.9 µM | recombinant LYPLA2 | hit rate 0.38% among 320,000 | Acyl-protein thioesterase 2 (Homo sapiens), O95372;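 active = inhibition above the screen-wide mean plus 3 SD, limit set per campaign, cut at about 26% in these data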;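 note: 0% = LYPLA2 with DMSO and 100% = wells lacking LYPLA2 enzyme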
Target sequence (O95372 whole entry, looked up): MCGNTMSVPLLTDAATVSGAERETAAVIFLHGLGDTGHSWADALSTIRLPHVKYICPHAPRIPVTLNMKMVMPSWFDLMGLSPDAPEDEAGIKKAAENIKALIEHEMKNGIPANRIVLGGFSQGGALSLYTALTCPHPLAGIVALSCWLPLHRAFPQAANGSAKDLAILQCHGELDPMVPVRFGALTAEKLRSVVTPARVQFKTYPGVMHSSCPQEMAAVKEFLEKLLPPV
Starred values were filed as active, the others as inactive. Not all compounds are listed; the hit share may differ from the screen's.

Results for CCOC(=O)Cn1c(=O)c2c(nc(Br)n2Cc2ccccc2Cl)n(C)c1=O ?
PREPL inhibitor: -6; PAD4 inh: -3; PAFAH2 inh: 0; LYPLA1 inh: 3; GSTO1 counter: -2; EBNA-1 inh: -6; ZTA DNA inh: 6; PAFAH1B3 inh: 1; LYPLA2 inh: 8

Results for COc1ccc(CC2(CO)CCN(Cc3ccc(NC(C)=O)cc3)CC2)cc1 ?
PREPL inhibitor: -11; PAD4 inh: -4; PAFAH2 inh: 4; LYPLA1 inh: -4; GSTO1 counter: -3; EBNA-1 inh: 46*; ZTA DNA inh: 4; PAFAH1B3 inh: 11; LYPLA2 inh: 2

How did Cc1cccc([C@@H]2[C@@H]3C(=O)N(Cc4ccccc4)C(=O)[C@@H]3[C@]3(Cc4ccccc4)C(=O)N(c4cccc(Cl)c4)C(=O)N23)c1 do in these assays?
PREPL inhibitor: -7; PAD4 inh: -6; PAFAH2 inh: 3; LYPLA1 inh: -1; GSTO1 counter: -2; EBNA-1 inh: -11; ZTA DNA inh: -2; PAFAH1B3 inh: 5; LYPLA2 inh: -3

How did CN(C)C(=O)c1ccc(Nc2nc(-c3cccs3)nc3ccccc23)cc1 do in these assays?
PREPL inhibitor: -5; PAD4 inh: 5; PAFAH2 inh: -4; LYPLA1 inh: -4; GSTO1 counter: -22; EBNA-1 inh: 9; ZTA DNA inh: 27; PAFAH1B3 inh: 2; LYPLA2 inh: 10

Results for O=C(/C=C/c1ccccc1[N+](=O)[O-])Nc1ccccc1 ?
PREPL inhibitor: 4; PAD4 inh: 3; PAFAH2 inh: -3; LYPLA1 inh: 0; GSTO1 counter: 2; EBNA-1 inh: -2; ZTA DNA inh: -1; PAFAH1B3 inh: 2; LYPLA2 inh: 7

What do the screens show for `Cc1cccc(NC(=O)CSc2nnc(NC(=O)CN3CCOCC3)s2)c1`?
PREPL inhibitor: 12; PAD4 inh: 10; PAFAH2 inh: -4; LYPLA1 inh: 1; GSTO1 counter: 1; EBNA-1 inh: -5; ZTA DNA inh: -22; PAFAH1B3 inh: 4; LYPLA2 inh: 3

Results for COc1ccc(Cl)cc1S(=O)(=O)N1CCN=C1c1ccccc1 ?
PREPL inhibitor: -3; PAD4 inh: -5; PAFAH2 inh: 12; LYPLA1 inh: 0; GSTO1 counter: 3; EBNA-1 inh: -2; ZTA DNA inh: -15; PAFAH1B3 inh: -6; LYPLA2 inh: -1

How did NS(=O)(=O)c1cccc(NC(=O)CN2CCN(Cc3ccc4c(c3)OCO4)CC2)c1 do in these assays?
PREPL inhibitor: 7; PAD4 inh: 0; PAFAH2 inh: -1; LYPLA1 inh: -1; GSTO1 counter: 4; EBNA-1 inh: 5; ZTA DNA inh: -2; PAFAH1B3 inh: 7; LYPLA2 inh: -4

How did O=C(CSc1nnc(-c2ccc(O)cc2)n1Cc1ccco1)N1CCc2ccccc2C1 do in these assays?
PREPL inhibitor: 18; PAD4 inh: -3; PAFAH2 inh: 12; LYPLA1 inh: -1; GSTO1 counter: -2; EBNA-1 inh: -8; ZTA DNA inh: -2; PAFAH1B3 inh: 9; LYPLA2 inh: -1

Results for CCc1ccc(-c2ccc3nnc(SCC(=O)NCC4CCCO4)n3n2)cc1 (configuration not stated) ?
PREPL inhibitor: 16; PAD4 inh: 0; PAFAH2 inh: 2; LYPLA1 inh: -2; GSTO1 counter: -5; EBNA-1 inh: 10; ZTA DNA inh: 0; PAFAH1B3 inh: 9; LYPLA2 inh: 2

Results for CCOc1ccc(OCC)c(NC(=O)Cn2c(C)nc3ccccc3c2=O)c1 ?
PREPL inhibitor: 10; PAD4 inh: -3; LYPLA1 inh: 0; GSTO1 counter: 9; EBNA-1 inh: 0; ZTA DNA inh: -11; LYPLA2 inh: -4

Results for Cc1ccc(C(=O)COC(=O)CNC(=O)c2ccccc2)s1 ?
PREPL inhibitor: 7; PAD4 inh: -6; PAFAH2 inh: -7; LYPLA1 inh: -2; ZTA DNA inh: -9; PAFAH1B3 inh: -1; LYPLA2 inh: 0

Results for O=C(O)c1ccc(/C=C2\SC(=S)N(Nc3ccccc3)C2=O)cc1 ?
PREPL inhibitor: 2; PAD4 inh: 0; PAFAH2 inh: -1; LYPLA1 inh: -2; GSTO1 counter: 1; EBNA-1 inh: 2; ZTA DNA inh: 5; PAFAH1B3 inh: 11; LYPLA2 inh: 0

Results for CCOC(=O)c1cc2c(=O)n3ccccc3nc2n(C)c1=NC(=O)c1c(-c2c(F)cccc2Cl)noc1C ?
PREPL inhibitor: -10; PAD4 inh: -1; PAFAH2 inh: -2; LYPLA1 inh: -4; GSTO1 counter: 1; EBNA-1 inh: 5; ZTA DNA inh: -1; PAFAH1B3 inh: -2; LYPLA2 inh: -6

How did COc1cc(C(=O)NNC(=O)c2ccc(S(=O)(=O)N3CCCCC3)cc2)cc(OC)c1OC do in these assays?
PREPL inhibitor: -2; PAD4 inh: 2; PAFAH2 inh: -5; LYPLA1 inh: -2; GSTO1 counter: 4; EBNA-1 inh: 2; ZTA DNA inh: 8; PAFAH1B3 inh: 4; LYPLA2 inh: 3

Results for Cc1sc(NC(=O)C2=COCCO2)nc1-c1ccc(Cl)cc1 ?
PREPL inhibitor: 6; PAD4 inh: -1; PAFAH2 inh: -3; LYPLA1 inh: -3; GSTO1 counter: -1; EBNA-1 inh: 0; ZTA DNA inh: -8; PAFAH1B3 inh: 8; LYPLA2 inh: 4

What do the screens show for `COc1ccc(Cl)cc1NC(=O)CC(C)c1ccccc1` (configuration not stated)?
PREPL inhibitor: -6; PAD4 inh: -7; PAFAH2 inh: 8; LYPLA1 inh: -5; GSTO1 counter: 1; EBNA-1 inh: 6; ZTA DNA inh: 13; PAFAH1B3 inh: 2; LYPLA2 inh: -9

Results for C(=NC12CN3CN(CN(C3)C1)C2)c1ccc2c(c1)OCO2 ?
PREPL inhibitor: 1; PAD4 inh: -2; PAFAH2 inh: -9; LYPLA1 inh: -1; GSTO1 counter: 8; EBNA-1 inh: 12; ZTA DNA inh: -11; PAFAH1B3 inh: -1; LYPLA2 inh: 0

What do the screens show for `O=C(Oc1ccc(C(=S)N2CCCCC2)cc1)c1ccccc1`?
PREPL inhibitor: 35; PAD4 inh: 6; LYPLA1 inh: 2; GSTO1 counter: 1; EBNA-1 inh: -11; ZTA DNA inh: -18; LYPLA2 inh: 7

How did O=C(NC1CCCC1)C1=COCCO1 do in these assays?
PREPL inhibitor: 6; PAD4 inh: -5; PAFAH2 inh: 2; LYPLA1 inh: 3; GSTO1 counter: -1; EBNA-1 inh: -8; ZTA DNA inh: -22; PAFAH1B3 inh: 7; LYPLA2 inh: 11

How did Cn1c(CN2CCCC2)nc2cc(NS(=O)(=O)c3ccc(Cl)cc3)ccc21 do in these assays?
PREPL inhibitor: -1; PAD4 inh: -5; PAFAH2 inh: -11; LYPLA1 inh: 0; GSTO1 counter: 8; EBNA-1 inh: 0; ZTA DNA inh: -4; PAFAH1B3 inh: 2; LYPLA2 inh: -4

How did CC(=O)N1CCN(Cc2nc(-c3cccc(Cl)c3)no2)CC1 do in these assays?
PREPL inhibitor: 25; PAD4 inh: 1; PAFAH2 inh: 1; LYPLA1 inh: 6; GSTO1 counter: 12; EBNA-1 inh: 8; ZTA DNA inh: -22; PAFAH1B3 inh: 5; LYPLA2 inh: 5

What do the screens show for `Cc1ccc(C(=O)NC(Cc2c[nH]c3ccccc23)C(=O)O)cc1` (configuration not stated)?
PREPL inhibitor: 4; PAD4 inh: -7; PAFAH2 inh: -2; LYPLA1 inh: 0; GSTO1 counter: -2; EBNA-1 inh: -3; ZTA DNA inh: -3; PAFAH1B3 inh: 7; LYPLA2 inh: -6

What do the screens show for `S=c1[nH]nc(Cn2cnc3ccccc32)n1-c1ccccc1Cl`?
PREPL inhibitor: 2; PAD4 inh: -2; PAFAH2 inh: 2; LYPLA1 inh: 2; GSTO1 counter: -4; EBNA-1 inh: -6; ZTA DNA inh: -3; PAFAH1B3 inh: 1; LYPLA2 inh: -3

The closing four entries of the section before open the next one.
How did Cn1c(CN2CCCC2)nc2cc(NS(=O)(=O)c3ccc(Cl)cc3)ccc21 do in these assays?
PREPL inhibitor: -1; PAD4 inh: -5; PAFAH2 inh: -11; LYPLA1 inh: 0; GSTO1 counter: 8; EBNA-1 inh: 0; ZTA DNA inh: -4; PAFAH1B3 inh: 2; LYPLA2 inh: -4

How did CC(=O)N1CCN(Cc2nc(-c3cccc(Cl)c3)no2)CC1 do in these assays?
PREPL inhibitor: 25; PAD4 inh: 1; PAFAH2 inh: 1; LYPLA1 inh: 6; GSTO1 counter: 12; EBNA-1 inh: 8; ZTA DNA inh: -22; PAFAH1B3 inh: 5; LYPLA2 inh: 5

What do the screens show for `Cc1ccc(C(=O)NC(Cc2c[nH]c3ccccc23)C(=O)O)cc1` (configuration not stated)?
PREPL inhibitor: 4; PAD4 inh: -7; PAFAH2 inh: -2; LYPLA1 inh: 0; GSTO1 counter: -2; EBNA-1 inh: -3; ZTA DNA inh: -3; PAFAH1B3 inh: 7; LYPLA2 inh: -6

What do the screens show for `S=c1[nH]nc(Cn2cnc3ccccc32)n1-c1ccccc1Cl`?
PREPL inhibitor: 2; PAD4 inh: -2; PAFAH2 inh: 2; LYPLA1 inh: 2; GSTO1 counter: -4; EBNA-1 inh: -6; ZTA DNA inh: -3; PAFAH1B3 inh: 1; LYPLA2 inh: -3

How did O=[N+]([O-])c1ccc2nc(CN3CCCCC3)[nH]c2c1 do in these assays?
PREPL inhibitor: 0; PAD4 inh: -1; PAFAH2 inh: 6; LYPLA1 inh: 4; GSTO1 counter: -2; EBNA-1 inh: 1; ZTA DNA inh: 11; PAFAH1B3 inh: 6; LYPLA2 inh: -3

Results for COc1ccc(CC(=O)N[C@@H](CCSC)C(=O)N2CCC3(CC2)NCCc2[nH]cnc23)cc1 ?
PREPL inhibitor: 12; PAD4 inh: -2; PAFAH2 inh: 2; LYPLA1 inh: 1; GSTO1 counter: -11; EBNA-1 inh: -1; ZTA DNA inh: 7; PAFAH1B3 inh: 12; LYPLA2 inh: 3

What do the screens show for `Cc1cc(C)n2nc(C(=O)OCC(=O)Nc3cc(Cl)ccc3C)nc2n1`?
PREPL inhibitor: 12; PAD4 inh: -1; PAFAH2 inh: -1; LYPLA1 inh: -1; ZTA DNA inh: -8; PAFAH1B3 inh: 3; LYPLA2 inh: 2

Results for CCOC(=O)C1CCN(S(=O)(=O)c2cccc(-c3cn4cccnc4n3)c2)CC1 ?
PREPL inhibitor: 6; PAD4 inh: 2; PAFAH2 inh: -9; LYPLA1 inh: 1; GSTO1 counter: 3; EBNA-1 inh: 0; ZTA DNA inh: 14; PAFAH1B3 inh: 2; LYPLA2 inh: 5

How did Cc1noc(C)c1S(=O)(=O)N1CCC(C(=O)NCCN2CCC(C)CC2)CC1 do in these assays?
PREPL inhibitor: -8; PAD4 inh: -3; PAFAH2 inh: 11; LYPLA1 inh: 0; GSTO1 counter: 5; EBNA-1 inh: 1; ZTA DNA inh: 6; PAFAH1B3 inh: 10; LYPLA2 inh: -3

What do the screens show for `CC(C)Sc1snnc1-c1ccccc1`?
PREPL inhibitor: -4; PAD4 inh: 2; PAFAH2 inh: -9; LYPLA1 inh: -3; GSTO1 counter: 4; EBNA-1 inh: 16; ZTA DNA inh: 11; PAFAH1B3 inh: 7; LYPLA2 inh: -3

Screens deposited in PubChem BioAssay by The Scripps Research Institute Molecular Screening Center.
